TDP1 cell noCPT – qHTS for Inhibitors of human tyrosyl-DNA phosphodiesterase 1 (TDP1): qHTS in cells in absence of CPT | DT40 Tdp1-/- hTDP1 cells, no CPT, ATP luminescence, 48 h | AID 686978, 2013 | 420,000 tested, 15% active | Potency, µM (top dose mostly 46.2 µM), without a hit: at the highest dose activity change, negative = growth inhibition, actives largely listed as inhibitors; further: nearly all actives have a fitted effect of over 55% in size
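Growth kinetics read by CellTiter-Glo luminescence after ≥48 hr at 37 °C. Cells: DT40 Tdp1-/- stably carrying human TDP1, 400 per well, compound exposure in the absence of CPT (DMSO vehicle).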
TDP1 cell CPT – DT40-hTDP1 cell growth loss with CPT. chicken DT40 Tdp1-/-;hTDP1 cells + 20 nM CPT, ATP luminescence, 48 h. Potency, µM (top dose mostly 46.2 µM), for the others: at the highest dose activity change, negative = growth inhibition, usual class: inhibitors. 420,000 tested, 12% active. AID 686979; further: nearly all actives have a fitted effect of over 55% in size
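Cell growth measured by CellTiter-Glo luminescence after a minimum 48 h, 37 C compound exposure with 20 nM CPT in Tdp1-knockout DT40 cells stably expressing hTDP1, seeded 400/well; qHTS titration format.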
GCN5L2 inh – GCN5L2 (KAT2A) acetyltransferase inhibition; GCN5L2 HAT assay, ThioGlo1 CoA-SH fluorescence; 390,000 tested, 0.21% active; AID 504327; Q92830; Potency, µM (series often up to 58.9 µM), inactives show at the highest dose activity change, negative = inhibition, hits mostly inhibitors
Target sequence (Q92830 whole entry, looked up): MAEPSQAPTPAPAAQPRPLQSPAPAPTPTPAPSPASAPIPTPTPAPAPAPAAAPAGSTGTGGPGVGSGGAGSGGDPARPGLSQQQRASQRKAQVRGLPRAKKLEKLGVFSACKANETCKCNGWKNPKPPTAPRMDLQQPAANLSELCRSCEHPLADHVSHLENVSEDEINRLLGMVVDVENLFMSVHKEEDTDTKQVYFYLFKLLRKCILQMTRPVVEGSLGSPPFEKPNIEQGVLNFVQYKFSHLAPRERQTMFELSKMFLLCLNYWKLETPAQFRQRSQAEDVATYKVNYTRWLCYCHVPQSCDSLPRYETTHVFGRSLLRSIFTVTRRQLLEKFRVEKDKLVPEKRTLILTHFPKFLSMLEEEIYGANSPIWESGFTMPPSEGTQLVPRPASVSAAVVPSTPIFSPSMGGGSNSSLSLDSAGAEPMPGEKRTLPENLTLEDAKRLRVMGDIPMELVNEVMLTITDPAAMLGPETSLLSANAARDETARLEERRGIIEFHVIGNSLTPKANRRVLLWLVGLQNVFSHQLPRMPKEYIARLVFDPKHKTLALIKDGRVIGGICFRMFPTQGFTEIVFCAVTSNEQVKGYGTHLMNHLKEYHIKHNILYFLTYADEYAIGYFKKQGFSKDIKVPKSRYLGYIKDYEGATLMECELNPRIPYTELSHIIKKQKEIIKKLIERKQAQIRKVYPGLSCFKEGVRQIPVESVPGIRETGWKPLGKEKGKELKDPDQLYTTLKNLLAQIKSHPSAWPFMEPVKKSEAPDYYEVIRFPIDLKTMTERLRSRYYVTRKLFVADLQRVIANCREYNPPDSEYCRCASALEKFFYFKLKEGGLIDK
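Free CoA generated was detected with ThioGlo1 (50uM) fluorescence at Ex340nm/Em540nm, read immediately and after 20 min at room temperature. Enzyme, 20 nM in HEPES pH 7.5 buffer, saw compounds 15 min before adding 75uM H3(1-25) peptide and 70uM acetyl-CoA.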
Active calls of the source: *; u = inconclusive; x = not tested or not shown; [ ] = dose if it differs, or a comment. The call rests on the fitted dose curve; in most records, active means well fitted curve in the direction sought with a large enough effect; inconclusive means small, poorly fitted or top-dose-only effect, or another doubt; inactive means no such curve, though single readings can be large; an effect the other way counts as inactive or inconclusive. On the % scale 0 is the no-effect control and ±100 the full control effect; potency means the concentration at half of the fitted maximal effect.

The line under a structure holds: TDP1 cell noCPT	TDP1 cell CPT	GCN5L2 inh
Cc1ccc(S(=O)(=O)N2CCN(C(=O)CSc3ccc(F)cc3)CC2)cc1
→ -10%	15%	-4%
O=C(NNc1ccc(F)cc1F)c1c(F)cccc1Cl
→ -12%	-23%	-2%
O=C(Nc1ccc(S(=O)(=O)N2CCCc3ccccc32)cc1)C1CCCO1 (stereo not given)
→ u	u	-3%
COc1ccc(CC(=O)N/N=C/c2cc([N+](=O)[O-])cc(Br)c2O)cc1
→ u	u	-5%
CC(C)n1cc(/C=N/NC(=O)COc2cccc3cccnc23)c2ccccc21
→ u	u	-5%
Cc1ccc(S(=O)(=O)c2nc(N3CCOCC3)sc2Cl)cc1
→ u	-9%	-26%
Nc1cc2c(cc1Cl)-c1ccccc1C2
→ -29%	u	x
C[C@H](N)[C@H](O)c1cccc(O)c1
→ -10%[21.1 µM]	6%[21.1 µM]	-10%[21.4 µM]
Cc1nnc(NC(=O)C2CCCN2S(=O)(=O)c2ccc(Cl)cc2)s1 (stereo not given)
→ 1%	6%	-12%
Cc1ccc(NC(=O)CSc2ccccc2NC(=O)c2ccccc2Cl)cc1Cl
→ 18µM*	u	-8%
Cc1cccc(C(=O)Nc2ccc(C(=O)N/N=C/c3ccco3)cc2)c1
→ -18%	-3%	x
COC(=O)c1ccc(/C=C2\N=C(SC)SC2=O)cc1
→ -15%	u	0%
O=C(C/C=N/OCc1ccc(Cl)cc1Cl)c1ccc(Cl)cc1
→ 0%	3%	33%[activator]
O=C(/C=C/c1ccc(Cl)cc1)Nc1cc(S(=O)(=O)N2CCOCC2)ccc1N1CCOCC1
→ u	u	-15%
c1ccc(Oc2ccc(-c3ccn[nH]3)cc2)cc1
→ -5%	9%	-3%
COc1ccccc1OCCNC(=O)CCNC(=O)c1ccccc1Cl
→ 5%	9%	-5%
O=C(Nc1cccc(C(=O)Nc2cccc(Br)c2)c1)c1ccccc1
→ u	23µM*	4%
COCCNC(=O)c1ccc(CS(=O)(=O)c2cccc(C(F)(F)F)c2)o1
→ 23%	-19%	25%
COc1cc2cc(CN(CCCN3CCOCC3)C(=O)Nc3ccccc3F)c(=O)[nH]c2cc1OC
→ -7%	2%	2%
Cc1ccc(OCC(=O)Nc2ccc(N3CCN(C(=O)c4ccco4)CC3)cc2)cc1
→ 23µM*	u	0%
CCOC(=O)c1ccccc1NC(=O)CN1CCCN(Cc2cc(C)ccc2C)S1(=O)=O
→ 21µM*	21µM*	5%
CC(c1ccncc1)C(C)c1ccncc1 (stereo not given)
→ 0%	-14%	0%
COC(=O)Nc1ccc(S(=O)(=O)N2CCCCC2)cc1
→ -11%	u	-3%
Cc1cc(C)c(C(=O)Cn2nc(C)c([N+](=O)[O-])c2C)cc1C
→ u	-27%	-11%
Cc1cc(C(=O)NNC(=O)c2c(-c3c(Cl)cccc3Cl)noc2C)no1
→ -2%	-7%	u
O=C(CNC(=O)c1ccc(Cl)cc1)c1ccc(Br)cc1
→ 0%	27%	11%
COc1cccc(NC(=S)N2CCN(C)CC2)c1
→ 3%	35%	-10%
CCCNc1c(NS(=O)(=O)c2ccc(C)cc2C)c(=O)oc2ccccc12
→ -9%	-10%	-19%
CCOC(=O)CNS(=O)(=O)c1ccc2c3c(cccc13)C(=O)N2CC
→ 1%	3%	-24%
CC(=O)CSc1cc(-c2ccccc2)nc2ncnn12
→ u	3%	-5%

One compound at a time, from the list above. Order of screens: TDP1 cell noCPT, TDP1 cell CPT, GCN5L2 inh
Results for O=C(NNc1ccc(F)cc1F)c1c(F)cccc1Cl = -12%, -23%, -2%
Results for O=C(CNC(=O)c1ccc(Cl)cc1)c1ccc(Br)cc1 = 0%, 27%, 11%

The list goes on:
The line under a structure holds: TDP1 cell noCPT	TDP1 cell CPT	GCN5L2 inh
COC(=O)[C@H](Cc1ccccc1)NC(=O)CC[C@H]1O[C@@H](n2ccc(=O)[nH]c2=O)[C@H](O)[C@@H]1O
→ 16%	2%	x
Fc1ccc(N/N=C/c2ccncc2)c(F)c1
→ -21%	-2%	1%
O=C(C1CCC(CNS(=O)(=O)c2cccs2)CC1)N1CCN(c2ccc(F)cc2)CC1 (stereo not given)
→ 21µM*	u	-5%
N#Cc1ccc(OCC(=O)OCC(=O)Nc2cc(C(F)(F)F)ccc2N2CCOCC2)cc1
→ 1%	23%	4%
Cc1ccc(S(=O)(=O)NCCNC(=O)c2cc(OCC(F)(F)F)ccc2OCC(F)(F)F)cc1
→ -3%	-16%	2%
CC[C@@H]1C/C=C\Cc2ccccc2[C@@H](C(=O)C[C@H](O)CC(C)=O)OC1=O
→ -4%	15%	0%
CCCCCCn1c(SCC(=O)NC2CCS(=O)(=O)C2)nc2ccccc2c1=O (stereo not given)
→ -6%	-17%	x
COc1ccc(/C=C/C(=O)NC(=S)NNC(=O)c2cnccn2)cc1
→ 5.2µM*	2.9µM*	-2%
Cn1c(SCC(N)=O)nnc1-c1ccc(S(=O)(=O)N2CCCC2)cc1
→ -10%	8%	-3%
Cc1cc(C)c(OCC(=O)Nc2nnc(C3CC3)s2)c(C)c1
→ -18%	-26%	1%
COc1ccc(C(CCN)c2ccc3c(c2)OCO3)cc1 (stereo not given)
→ u	u	-1%
COC(=O)c1ccc(CO/N=C2\CCCc3nonc32)cc1
→ u	-4%	-21%
CCC(C)(C)n1nnnc1C(C(C)C)N(CCCO)Cc1cc2cc(C)ccc2[nH]c1=O (stereo not given)
→ u	u	-1%
Cc1ccc(N2C(=O)N(CC(=O)Nc3ccc(C)cc3Cl)C(=O)C2C)cc1 (stereo not given)
→ -9%	-23%	-1%
COc1cccc(C2C(C(=O)Nc3ccccc3)=C(C)Nc3nc(-c4ccccc4)nn32)c1OC (stereo not given)
→ u	16µM*	-3%
Cc1cc(C)c(NC(=O)CN2CCOCCOCCOCCOCC2)c(C)c1
→ -15%	4%	x
CCC(=O)c1ccc(OCC(=O)OCC(=O)N2CCCc3ccccc32)cc1
→ -20%	-27%	-8%
COc1cc(OC)cc(C(=O)Nc2ccc(C(=O)NCC3CCCO3)cc2)c1 (stereo not given)
→ 0%	9%	u
Cc1csc(NC(=O)c2ccc(N3CCCC3=O)cc2)n1
→ u	-30%	-6%
C=CCn1c(COc2ccc(Cl)cc2)nnc1SCc1ccc(C#N)cc1
→ u	u	-4%
O=C(CSc1nnc(NC(=O)C2CC2)s1)Nc1ccc(F)cc1
→ u	-22%	0%
CCCn1c(NC(=O)c2cccc(S(=O)(=O)N3CCCC3)c2)nc2ccccc21
→ 13µM*	23µM*	-14%
CN(C)S(=O)(=O)N1CCC(Oc2ccc(C(=O)NCCc3cscn3)cc2)CC1
→ -1%	6%	-17%
COc1ccc(C2C(C(N)=O)=C(C)Nc3nc(-c4cccc(Cl)c4)nn32)cc1OC (stereo not given)
→ u	-18%	0%
Cc1cc(C)n(-c2nc3cc(Cl)ccc3nc2Nc2ccc(C)c(F)c2)n1
→ 19%	-4%	-2%
Cc1ccc(S(=O)(=O)N2CCCCCC2)cc1C(=O)Nc1cccnc1
→ -20%	-22%	-2%
Cc1nc2c(c(SCC(=O)Nc3ccccc3C(F)(F)F)n1)CCC2
→ 21µM*	u	-5%
CCN(CC)S(=O)(=O)c1cccc(NC(=O)CN2C(=O)NC3(CCC(C)CC3)C2=O)c1 (stereo not given)
→ u	u	-1%
CCOc1ccc(CCNC(=O)c2cccc(-n3c(C)nc4cccnc43)c2C)cc1
→ 15µM*	21µM*	2%
COc1cccc(NC(=O)CSc2nnc(C3CCCCC3)n2N)c1
→ -4%	-10%	-4%

Random excerpt: 3 compounds from above.
The line under a structure holds: TDP1 cell noCPT	TDP1 cell CPT	GCN5L2 inh
CCC(=O)c1ccc(OCC(=O)OCC(=O)N2CCCc3ccccc32)cc1
→ -20%	-27%	-8%
COc1ccc(C2C(C(N)=O)=C(C)Nc3nc(-c4cccc(Cl)c4)nn32)cc1OC (stereo not given)
→ u	-18%	0%
Cc1cc(C)n(-c2nc3cc(Cl)ccc3nc2Nc2ccc(C)c(F)c2)n1
→ 19%	-4%	-2%

Only GCN5L2 inh and TDP1 cell CPT (6 entries from above):
| Molecule | GCN5L2 inh | TDP1 cell CPT |
| --- | --- | --- |
| CCOC(=O)c1ccccc1NC(=O)CN1CCCN(Cc2cc(C)ccc2C)S1(=O)=O | 5% | 21µM* |
| COc1ccc(C2C(C(N)=O)=C(C)Nc3nc(-c4cccc(Cl)c4)nn32)cc1OC (stereo not given) | 0% | -18% |
| CN(C)S(=O)(=O)N1CCC(Oc2ccc(C(=O)NCCc3cscn3)cc2)CC1 | -17% | 6% |
| O=C(NNc1ccc(F)cc1F)c1c(F)cccc1Cl | -2% | -23% |
| COC(=O)c1ccc(CO/N=C2\CCCc3nonc32)cc1 | -21% | -4% |
| COc1cccc(C2C(C(=O)Nc3ccccc3)=C(C)Nc3nc(-c4ccccc4)nn32)c1OC (stereo not given) | -3% | 16µM* |

Further records follow.
The line under a structure holds: TDP1 cell noCPT	TDP1 cell CPT	GCN5L2 inh
OCCC1CN(Cc2ccc(F)cc2Cl)CCN1CCc1ccccc1 (stereo not given)
→ u	-16%	u
Cc1c(C(=O)Nc2cccc(-c3nc4ccccc4s3)c2)oc2ccc(F)cc12
→ 15µM*	u	-2%
CCCCn1c(N)c(N(CC(C)C)C(=O)c2cnccn2)c(=O)[nH]c1=O
→ -2%	-3%	-2%
CCCn1c(SCC(=O)Nc2ccc(S(=O)(=O)N3CCOCC3)cc2)n[nH]c1=O
→ -2%	-8%	x
C=CCN=C(NC#N)SCC(=O)NCc1ccccc1
→ -4%	7%	1%
CO/N=C\Cc1oc(=O)c(NC(=O)c2ccccc2)cc1C(=O)OC
→ -20%	-3%	1%
CSc1nnc(CNC(=O)/C=C/c2ccccc2Cl)n1-c1ccc(F)cc1
→ u	u	x
CC(C)Oc1ccc(CNC(=O)CCC(=O)N2CCSc3ccccc32)cc1
→ u	-7%	-19%
CCOC(=O)c1c(NC(=O)c2ccccc2C)sc2c1CC(C)(C)OC2
→ u	u	-6%
Cc1cc(C)n(CC(=O)c2cccc(N)c2)n1
→ -1%	-10%	1%
CCOC(=O)CNC(=O)C1c2cc(OC)c(OC)cc2C(=O)N(C)C1c1ccccc1F (stereo not given)
→ -12%	-7%	-6%
C[C@H]1COc2cc(N3CCSCC3)ccc2S(=O)(=O)N1
→ -29%	-19%	x
COC(=O)c1ccc(COc2ncnc3ccccc23)o1
→ -12%	5%	-1%
O=C(Nn1c(SCc2ccccc2F)nc2ccsc2c1=O)c1ccccc1
→ 0%	-1%	-7%
CCOC(=O)/C(C#N)=C\c1cccnc1
→ 0%	6%	-4%
CCC(=O)c1cn(CC(=O)NCc2cccnc2)c2ccccc12
→ 1%	-1%	-1%
CCCCNC(=O)/C=C/c1ccc(OC)c(Br)c1
→ -16%	0%	0%
COc1ccc(C(CNC(=O)c2cccc(S(=O)(=O)Nc3ccccc3OC)c2)N2CCCCC2)cc1 (stereo not given)
→ u	18µM*	x
COC(=O)c1ccc(C(=O)OC)c(NC(=S)N2CCC(N3CCCCC3)CC2)c1
→ -3%	14%	-8%
O=C(c1ccc2c(c1)OCCO2)N(Cc1cccnc1)c1nc2c(F)cccc2s1
→ u	21µM*	0%
Cc1nc(C(=O)N2CCCC(C(=O)c3ccc(Cl)cc3)C2)cs1 (stereo not given)
→ u	u	1%
CCN(CC)S(=O)(=O)c1ccc2c(c1)nc(SCC(=O)N(C)C1CCS(=O)(=O)C1)n2CC (stereo not given)
→ -18%	-26%	-6%
CS(=O)(=O)Nc1ccccc1N=C(c1ccccc1)c1ccccc1
→ -23%	6%	-3%
COc1ccc(Oc2nc(-c3ccccc3)ncc2C(=O)O)cc1
→ 11%	-2%	-1%
Fc1cccc(CN(C2=NCCN2)c2c(Cl)cccc2Cl)c1
→ 21µM*	u	-6%
COC(=O)c1ccccc1NC(=O)CCCn1nc([N+](=O)[O-])cc1C
→ -20%	4%	-4%
CN(C)c1ncc(S(=O)(=O)c2ccc(Cl)cc2)c(-c2ccccc2)n1
→ u	u	-5%
COc1cccc(NC(=S)N2CCC(Cc3ccccc3)CC2)c1
→ u	21µM*	-4%
COc1ccc(-c2cc(NC=O)c3ncc(-c4cccc(C(=O)N(C)C)c4)n3c2)c(OC)c1
→ 16µM*	23µM*	x
COc1ccc(Cl)c2sc(N3CCN(C(=O)c4ccco4)CC3)nc12
→ u	u	2%
COc1cc(/C=C(/C#N)c2ccccc2F)ccc1OCc1ccccc1
→ 18µM*	16µM*	-15%
O=C(Nc1ccccc1)N1CC2(CCN(C(=O)c3ccncc3)CC2)C1
→ 7%	-5%	-3%
O=C(COC(=O)CCCSc1nc2ccccc2[nH]1)Nc1ccc(Oc2ccccc2)cc1
→ -26%	-13%	-2%
OCC(O)C1OC(Oc2ccccc2)C(O)C(O)C1O (stereo not given)
→ 10%	-18%	x

Assay outcomes: PubChem BioAssay, National Center for Advancing Translational Sciences (NCATS)
